Assay outcomes deposited in PubChem by The Scripps Research Institute Molecular Screening Center.
ADAM17 inh = ADAM17 inhibition, QFRET primary screen; P78536; recombinant ADAM17, EDANS/DABCYL FRET peptide cleavage; inhibition, % at 6.95 µM; hit rate 0.83% among 370,000;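 active = inhibition above the mean of compounds lying between control limits plus 3 SD, set per campaign, cut at about 8.5% in these data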;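 also: 0% = DMSO-only wells as the low control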
DDE Tn7 FP inh = inhibitors of Tn7 peptide binding to human fibrin DD(E); P02675; FP displacement of FITC-Tn7 peptide from fibrin DD(E); 0% = median of compound wells per plate; inhibition, % at 8.3 µM; hit rate 0.13% among 370,000;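 active = inhibition above the mean of compounds falling within the control limits plus 3 SD of them, cut at about 14% in these data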;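 also: 0% = plate median of compound wells and 100% = 10 µM Aha-Tn7 peptide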
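Also added: labelled Tn7 tracer, 0.1 µM; Assay system: human fibrin DD(E) protein; Amount: 2 µM fibrin DD(E); Schedule: 10 min compound pre-incubation, 3 h probe incubation at room temperature; Repeats: one replicate per compound; Read-out basis: percent inhibition; Measured by: fluorescence polarization of the labelled Tn7 tracer.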
ASAP1 GAP inh = blocks human ASAP1-stimulated Arf1 GTP hydrolysis. GDP FP detection. inhibition, % at 16.5 µM. hit rate 0.19% among 360,000. AID 624377; in the data active = inhibition above about 25%;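 also: 0% = vehicle with enzyme and substrate and 100% = no enzyme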
ARFGAP1 inh = inhibitors of rat ARFGAP1; hit rate 0.26% among 360,000; inhibition, % at 16.5 µM; Arfgap1-stimulated ARF1 GTP hydrolysis, GDP FP detection;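 active = inhibition above a per-plate limit, mean inhibition of low control wells plus 3 SD, cut at about 25% in these data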;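 also: 0% = DMSO wells with enzyme and 100% = wells lacking Arfgap1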
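material = rat Arfgap1 catalytic domain, aa 1-136 | also added = human ARF1(Δ1-17)-GTP substrate | compound dosing = one concentration, 16.5 µM, DMSO 1.26% | times = GTP hydrolysis reaction 2 h at 25 °C | measured by = FP, GDP Alexa 633 tracer displaced from anti-GDP antibody, 620/688 nm | evaluation = percent inhibition of Arfgap1-stimulated GTP hydrolysis | replication = single well per compound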
KLK7 zymogen act = proKLK7 (human) activation, primary screen; hit rate 0.9% among 370,000; purified proKLK7, EDANS-DABCYL substrate fluorescence; 100% is mature enzyme control, 0% vehicle; P49862; activation, % at 7 µM;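 active = activation above the mean of all tested compounds plus 3 SD, computed per campaign excluding outliers beyond control limits, cut at about 13% in these data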
MBD2 inh = inhibitors of human MBD2 binding to methylated oligonucleotide. hit rate 0.31% among 370,000. inhibition, % at 4.4 µM. Q9UBB5. TR-FRET; in the data active = inhibition above about 13%
PLCg1 inh = PLC-gamma1 (human) inhibition, primary screen; hit rate 0.84% among 370,000; inhibition, % at 12.2 µM; P19174; purified PLC-gamma1, fluorogenic substrate, fluorescence; AID 720700; in the data active = inhibition above about 9.5%
UHRF1 binding = human UHRF1 methylated DNA binding inhibitors; Q96T88; UHRF1 binding to methylated oligo, TR-FRET; inhibition, % at 4.4 µM; hit rate 0.75% among 370,000; AID 687016; in the data active = inhibition above about 21%;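 also: UHRF1 SRA domain binding a hemimethylated CpG hairpin DNA probe; 0% = median of test compound wells and 100% = reference inhibitor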
DDE Tn6 FP inh = disrupts Tn6 cyclic peptide binding to fibrin D-Dimer-E complex | P02675 | Fibrin DD(E) TRITC-Tn6 fluorescence polarization displacement | inhibition, % at 8.3 µM | hit rate 0.21% among 370,000 | AID 720509;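 active = inhibition above a per-campaign cutoff: mean of compounds within control limits plus 3 SD, cut at about 15% in these data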;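 also: 0% = median of all compound wells on the plate and 100% = blocking peptide control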
PLCb3 inh = PLC-beta3 (human) inhibition, primary screen; Purified PLC-beta3, fluorogenic substrate, fluorescence; hit rate 0.18% among 370,000; inhibition, % at 12.2 µM; Q01970; in the data active = inhibition above about 11%;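 also: 0% = median of compound wells on plate and 100% = full blocker control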
Target sequence (Q01970 whole entry, looked up): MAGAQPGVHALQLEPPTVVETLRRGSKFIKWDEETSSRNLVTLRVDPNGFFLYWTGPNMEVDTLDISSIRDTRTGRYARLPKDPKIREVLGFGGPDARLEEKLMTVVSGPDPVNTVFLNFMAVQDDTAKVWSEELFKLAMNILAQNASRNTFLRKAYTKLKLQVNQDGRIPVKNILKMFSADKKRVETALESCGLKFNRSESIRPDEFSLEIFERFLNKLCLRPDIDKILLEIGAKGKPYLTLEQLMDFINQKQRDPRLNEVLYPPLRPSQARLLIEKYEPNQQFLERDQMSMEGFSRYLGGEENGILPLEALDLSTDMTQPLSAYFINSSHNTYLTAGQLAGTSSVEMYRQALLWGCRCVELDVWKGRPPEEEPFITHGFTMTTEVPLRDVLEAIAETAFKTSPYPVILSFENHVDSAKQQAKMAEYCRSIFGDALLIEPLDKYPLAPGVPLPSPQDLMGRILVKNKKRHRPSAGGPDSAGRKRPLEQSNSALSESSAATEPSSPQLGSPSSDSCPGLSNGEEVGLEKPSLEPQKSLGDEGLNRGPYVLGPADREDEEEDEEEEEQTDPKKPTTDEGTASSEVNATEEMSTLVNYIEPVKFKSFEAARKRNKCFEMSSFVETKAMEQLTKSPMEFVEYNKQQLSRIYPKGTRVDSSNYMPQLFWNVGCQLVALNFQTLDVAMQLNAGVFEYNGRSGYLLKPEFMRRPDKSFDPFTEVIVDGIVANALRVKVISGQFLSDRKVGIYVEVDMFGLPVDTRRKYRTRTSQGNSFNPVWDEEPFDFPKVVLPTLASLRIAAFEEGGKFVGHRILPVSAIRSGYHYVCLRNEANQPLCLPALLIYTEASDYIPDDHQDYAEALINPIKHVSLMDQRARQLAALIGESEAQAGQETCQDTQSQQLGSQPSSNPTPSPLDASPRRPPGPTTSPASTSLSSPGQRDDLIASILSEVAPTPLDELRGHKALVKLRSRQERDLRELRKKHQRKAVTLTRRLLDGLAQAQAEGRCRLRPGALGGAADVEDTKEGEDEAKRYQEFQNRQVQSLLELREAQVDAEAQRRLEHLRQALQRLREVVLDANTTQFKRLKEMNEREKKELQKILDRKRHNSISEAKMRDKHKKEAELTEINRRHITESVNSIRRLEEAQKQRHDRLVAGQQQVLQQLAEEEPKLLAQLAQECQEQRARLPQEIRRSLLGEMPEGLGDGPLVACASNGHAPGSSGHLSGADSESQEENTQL
Active calls of the source: *.

SMILES	ADAM17 inh	DDE Tn7 FP inh	ASAP1 GAP inh	ARFGAP1 inh	KLK7 zymogen act	MBD2 inh	PLCg1 inh	UHRF1 binding	DDE Tn6 FP inh	PLCb3 inh
CCN(CC(=O)NCc1ccc(Cl)cc1)CC(=O)NC1(C#N)CCCC1	-2	5	-4	-3	0.6	3	1	-1	8	3
COc1ccc(-n2nc(C(=O)N3CCCCC3)c(C)c(C#N)c2=O)cc1	-3	-2	-9	6	-0.6	-2	-15	2	-8	-29
COCc1ccc(C(=O)N2CCCC(C(=O)c3ccc(Cl)cc3C)C2)o1 (stereo unspecified)	0	2	-9	0	-0.3	2	1	0	-4	-9
COc1ccc2c(c1)OC[C@H]1[C@H]2N2C(=O)CN(Cc3ccc(C)cc3)C(=O)[C@@]2(C)[C@H]1c1ccccc1	2	1	-7	12	-0.6	4	2	-2	1	2
CSc1cccc(CN2CCN(Cc3ccccc3)C(CCO)C2)c1 (stereo unspecified)	-2	2	2	-3	0.3	-3	2	1	14	0
COc1cc(/C=C2\SC(=Nc3c(C)n(C)n(-c4ccccc4)c3=O)NC2=O)ccc1O	0	-12	-18	-15	0.9	-4	-59	-8	-2	-61
C=CCNC(=O)c1c(Cl)cccc1Cl	-3	-9	-7	20	-0.3	1	-1	0	7	1
CCCCC[C@H](C)N1C[C@@H](COCc2ccccc2)Oc2cc(N3CC[C@H](N(C)C)C3)ccc2S1(=O)=O	2	-8	-1	8	-0.6	-1	1	0	-7	-4
CC(C(=O)NCC1CCCO1)n1cccc1C(=O)c1ccccc1 (stereo unspecified)	2	-7	4	8	-0.4	-1	3	2	3	1
O=C(CNCc1ccccn1)Nc1ccc([N+](=O)[O-])cc1C(=O)Nc1ccccc1F	-3	1	-8	1	0.5	2	-8	-2	-7	-14
COc1cc(C)c(CNc2cccc(C)c2)cc1C	-1	5	3	8	-0.7	1	4	7	-7	-1
NN=C1C(=O)c2cccc3cccc1c23	-4	-7	2	2	-0.8	-9	-4	-7	5	-1
O=C(CCC1CCCC1)NNC(=O)c1ccc(F)cc1	-4	1	-2	17	-0.6	0	-2	-1	3	-3
O=C1NC(c2ccccc2)=NC1(NS(=O)(=O)c1ccc(Cl)cc1)C(F)(F)F (stereo unspecified)	1	8	-6	-5	-0.8	5	-7	1	0	-8
Cc1cc(C(F)F)n2ncc(C(=O)NCc3ccccc3F)c2n1	-2	5	-20	3	0.0	-4	-18	-4	-4	-25

Exported field by field: 2 of the compounds above
NN=C1C(=O)c2cccc3cccc1c23
  ADAM17 inh: -4
  DDE Tn7 FP inh: -7
  ASAP1 GAP inh: 2
  ARFGAP1 inh: 2
  KLK7 zymogen act: -0.8
  MBD2 inh: -9
  PLCg1 inh: -4
  UHRF1 binding: -7
  DDE Tn6 FP inh: 5
  PLCb3 inh: -1
O=C(CCC1CCCC1)NNC(=O)c1ccc(F)cc1
  ADAM17 inh: -4
  DDE Tn7 FP inh: 1
  ASAP1 GAP inh: -2
  ARFGAP1 inh: 17
  KLK7 zymogen act: -0.6
  MBD2 inh: 0
  PLCg1 inh: -2
  UHRF1 binding: -1
  DDE Tn6 FP inh: 3
  PLCb3 inh: -3

Next part
SMILES	ADAM17 inh	DDE Tn7 FP inh	ASAP1 GAP inh	ARFGAP1 inh	KLK7 zymogen act	MBD2 inh	PLCg1 inh	UHRF1 binding	DDE Tn6 FP inh	PLCb3 inh
COc1ccc(C(=O)N2CCN(Cc3ccc(OC)c(OC)c3)CC2)cc1	-3	2	8	10	-0.3	1	1	1	2	-7
CCCNC(=O)c1onc(CSc2ccc(F)c(F)c2)c1C(=O)NCCC	0	-1	-13	8	0.1	-6	0	-2	4	2
COc1ccccc1N1CCN(C(=O)C(C)NC(=O)c2cccc([N+](=O)[O-])c2)CC1 (stereo unspecified)	-1	2	0	-5	0.6	4	1	5	-2	-6
CCOC(=O)C1=CCN(S(C)(=O)=O)C1c1ccc(Cl)cc1 (stereo unspecified)	0	-4	-3	1	-0.7	-4	1	0	0	3
COc1ccc([C@H]2C[C@@H](n3cc(C4CC4)nn3)[C@H](O)CN2C(=O)c2cccs2)cc1	-3	1	8	-13	0.4	3	1	-1	-4	-1
CN(Cc1ccccc1)C(=O)C(=O)c1ccccc1	-6	3	0	-3	-0.6	1	-1	1	-4	-1
COc1cc2c(cc1OC)CN(C(=O)C1CCCN1S(=O)(=O)c1ccc(C)cc1)CC2 (stereo unspecified)	-9	0	-6	4	4.9	-5	-27	-1	-5	-27
CCc1cccc(C)c1NC(=O)COC(=O)CNC(=O)c1cccs1	-2	-1	-5	-5	0.1	-5	0	-2	-1	-6
CCn1c(-c2ccc(Cl)cc2)n[nH]c1=S	-2	-4	-3	8	-0.9	1	-2	-4	2	-7
O=C(NCc1ccc(CNC(=O)c2ccco2)cc1)c1ccco1	-5	9	-6	1	0.1	1	-4	3	1	-6
O=C(N/N=C/c1ccc2c(c1)OCO2)C(=O)N1CCCC1	-1	2	1	-18	0.1	-1	-5	-3	3	0
CN(C(=O)c1ccc(NC(=O)Cc2cccc(NC(=O)C3CCN(C(=O)C4CCCC4)CC3)c2)cc1)C1CCCC1	1	1	-4	8	0.5	2	5	1	6	3
O=C(CNC(=O)c1ccccc1Br)Nc1cccc(S(=O)(=O)Nc2ccccc2Cl)c1	-5	2	-2	-1	-0.4	7	5	2	-14	-11
Cc1cccc(OCC(O)CN2CCc3ccccc3C2)c1 (stereo unspecified)	-1	2	7	3	0.6	-3	2	1	2	-6
COc1ccc(OCC(=O)OCCNC(=O)c2cccnc2)cc1	-4	1	-17	-3	-0.3	4	0	8	-8	2
CCOC(=O)Cc1csc(NC(=O)C(C)Oc2ccc3c(C)cc(=O)oc3c2)n1 (stereo unspecified)	-21	6	-14	13	0.5	4	-2	-3	1	-15
CN(C(=O)COC(=O)c1cncc(Br)c1)C1CCCCC1	-2	-4	9	5	0.6	7	-2	3	1	-3
COC(=O)CCCNC(=O)c1ccc2[nH]c(C)c(C)c2c1	-2	3	10	2	0.1	3	-5	-3	1	-12
CNS(=O)(=O)c1cccc(C(=O)OCC(=O)N(CCC#N)c2ccccc2)c1	-1	-3	-4	3	0.0	1	2	-2	2	-4
O=C(COC(=O)c1ccc([N+](=O)[O-])cc1)Nc1ccccc1C(=O)NC1CC1	-5	2	16	-3	-0.1	3	0	6	0	-4
N/C(Cc1ccc([N+](=O)[O-])cc1)=N\OC(=O)c1ccc(Br)cc1	-1	-1	-3	-7	0.1	-1	-2	-1	-1	2
COCCN(CC(=O)Nc1cccc(C)c1C)C(=O)c1ccc2c(c1)OCO2	-4	-1	-9	0	0.7	-4	1	3	0	-3
CC(C)(C)Nc1nc(SCc2ccccc2)nc(N2CCOCC2)n1	1	-3	6	1	-0.1	6	-3	1	-5	-2
COc1ccccc1CCC(=O)OCC(=O)Nc1c(Br)cc(C)cc1Br	3	-10	16	-2	-0.6	-2	8	5	3	-3
COc1ccccc1N1CCN(C(=O)c2cc3sccc3n2C)CC1	0	-8	10	1	0.2	0	2	6	2	1
COc1ccc(N(C(=O)c2ccc(F)cc2)C2=CC3CCC(C2)N3C)cc1 (stereo unspecified)	8	6	-4	-6	0.8	-7	3	3	-4	6
O=C(Nc1ccc(F)cc1)C1CCCCC1	-2	-3	2	-15	-0.4	2	3	0	0	4
CN(C)c1ccc(-c2cccc(C3CC=CC4C3C(=O)N(Cc3ccccc3)C4c3ccc(C(F)(F)F)cc3)c2)cc1 (stereo unspecified)	-2	-10	6	-8	-0.5	2	1	1	0	-4
CCc1ccc(C(=O)NNc2cc(Cl)cc(Cl)c2)cc1	3	-4	-14	-1	0.2	-2	6	11	-2	-6
COc1ccccc1NC(=O)c1ccc(NC(=O)CNC(=O)c2ccc(OC)c(OC)c2)cc1	-1	-12	2	14	1.0	-4	1	1	2	-3

Only DDE Tn6 FP inh and UHRF1 binding, for 4 of the compounds above:
Molecule,DDE Tn6 FP inh,UHRF1 binding
CCc1ccc(C(=O)NNc2cc(Cl)cc(Cl)c2)cc1,-2,11
CCOC(=O)Cc1csc(NC(=O)C(C)Oc2ccc3c(C)cc(=O)oc3c2)n1 (stereo unspecified),1,-3
COc1ccccc1NC(=O)c1ccc(NC(=O)CNC(=O)c2ccc(OC)c(OC)c2)cc1,2,1
CC(C)(C)Nc1nc(SCc2ccccc2)nc(N2CCOCC2)n1,-5,1

New compounds follow.
SMILES	ADAM17 inh	DDE Tn7 FP inh	ASAP1 GAP inh	ARFGAP1 inh	KLK7 zymogen act	MBD2 inh	PLCg1 inh	UHRF1 binding	DDE Tn6 FP inh	PLCb3 inh
Cc1ccc(NC(=O)COC(=O)Cn2cnc3c2c(=O)n(C)c(=O)n3C)cc1F	-3	-4	1	-10	-0.3	2	-1	2	-2	-6
C[C@H]1CN([C@@H](C)CO)C(=O)CCCn2nncc2CO[C@@H]1CN(C)C(=O)c1ccc2ccn(C)c2c1	-10	-1	-10	-11	0.5	1	-8	10	5	-11
Cc1cc(OCC(=O)N2CCN(c3ccccn3)CC2)cc(C)c1Br	-1	6	13	8	-0.2	4	-4	0	2	-14
CCCCC1CCC(C(=O)OCC(=O)N(CCOC)c2c(N)n(Cc3ccccc3)c(=O)[nH]c2=O)CC1 (stereo unspecified)	-3	8	-23	12	0.7	4	2	1	-3	-7
Cc1ccc(/C=N/Nc2nc(C(C)(C)C)cs2)o1	-1	3	-4	-15	0.1	-1	-9	1	6	-7
Cc1cccnc1NC(=S)NC(=O)c1cccs1	-8	-1	-3	-8	5.8	1	-3	-5	11	-1
O=C(COC(=O)C12CC3CC(CC(C3)C1)C2)NNC(=O)c1ccccc1	2	0	8	-5	0.1	-3	0	-2	8	-1
COc1ccc(CNC(=O)CN2C(=O)NC(c3ccccc3)(c3ccccc3)C2=O)cc1	-5	0	-9	0	0.4	0	4	-2	0	1
O=C(CCC1CCCN(C2C3CC4CC(C3)CC2C4)C1)NCc1ccc(F)c(F)c1 (stereo unspecified)	0	8	-1	-16	0.0	-8	1	-1	-2	-5
CCOc1c(Cl)cc(C(=O)NCCN2CCCCC2)cc1Cl	-5	-7	18	3	-0.1	-4	1	-3	-4	-2
O=C(CCN1C(=O)/C(=C/c2cccs2)SC1=S)Nc1ccc(O)cc1	2	0	8	6	-0.3	-1	-6	-4	-8	-12
Cc1nn2c3c(cnc2c1-c1ccccc1)C(=O)CCC3	-2	4	1	4	0.3	2	-7	1	-3	-6
O=C1/C(=C\c2ccsc2)NC(=S)N1c1ccccc1	9.7*	3	1	7	-0.6	-2	10.0*	4	-1	-3
CCOc1ccc(Br)cc1CNCc1cccnc1	0	1	9	2	-0.3	-1	4	2	5	-6
CCC(=O)Nc1ccc(-c2csc(NNC(C)=O)n2)cc1	-4	5	5	-8	-20	1	-153	3	-1	-212
COc1ccccc1N1CCN(C(=O)/C=C/c2ccco2)CC1	5	-5	-7	-2	-0.1	-1	3	3	0	-2
Cc1cccc(NC(=O)c2ccccc2NC(=O)C2CCCCC2)c1C	-4	-6	-8	-7	-0.3	-1	1	0	-3	-1
CN(C(=O)c1ccc(NC(=O)Cc2ccc(NC(=O)C3CCCN(C(=O)C4CC4)C3)cc2)cc1)C1CC1 (stereo unspecified)	1	3	5	1	0.5	-4	-1	1	-4	2
CCOc1ccc2c(c1)C(C)=CC(C)(C)N2C(=O)Nc1ccccc1F	-3	-12	0	11	-21	-14	-58	-2	0	-73
